GSK3 alpha inh: blockers of GSK3A enzyme activity – biochemical, luminescence, cell-free homogeneous, HTS, primary screen; Glycogen synthase kinase-3 alpha (Homo sapiens), P49840; GSK-3 alpha kinase, ADP-Glo luminescence, 60 min; inhibition, % at 10 µM; actives 0.1% (n = 320,000); AID 2650, 2010;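 in the data active = inhibition above about 50%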;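 also: GST-tagged GSK-3 alpha with peptide substrate and 25 µM ATP; 0% = DMSO neutral wells and 100% = GW8510 positive control wells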
Target sequence (P49840 whole entry, looked up): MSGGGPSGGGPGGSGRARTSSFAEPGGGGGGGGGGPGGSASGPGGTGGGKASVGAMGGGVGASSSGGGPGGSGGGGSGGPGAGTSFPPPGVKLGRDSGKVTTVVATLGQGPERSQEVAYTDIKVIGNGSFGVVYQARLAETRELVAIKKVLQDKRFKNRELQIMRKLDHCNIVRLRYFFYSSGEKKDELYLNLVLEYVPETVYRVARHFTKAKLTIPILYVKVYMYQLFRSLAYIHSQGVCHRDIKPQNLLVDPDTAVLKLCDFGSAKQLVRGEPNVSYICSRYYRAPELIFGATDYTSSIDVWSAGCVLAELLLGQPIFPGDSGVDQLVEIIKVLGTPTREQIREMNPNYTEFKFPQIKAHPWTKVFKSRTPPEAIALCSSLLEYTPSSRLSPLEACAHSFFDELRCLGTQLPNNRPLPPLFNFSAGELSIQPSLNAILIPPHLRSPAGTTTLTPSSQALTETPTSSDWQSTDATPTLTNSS
aSyn UTR inh: MLPCN primary screen, SNCA 5' untranslated region | alpha-synuclein 5'UTR reporter, inhibitor activity | actives 0.82% (n = 300,000) | inhibition, % (tested at 7.5 µM); in the data active = inhibition above about 60%;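 also: H4 neuroglioblastoma cells stably carrying SNCA 5'UTR luciferase fusion; 0% = DMSO wells and 100% = positive control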
HSP90 inh: HSP90 inhibitors, primary screen, cell lysate, luminescence | Rabbit reticulocyte lysate, luciferase refolding luminescence, 3 h | actives 0.91% (n = 290,000) | AID 1789, 2009 | inhibition, % at 5.6 µM | Heat shock protein HSP 90 (rabbit reticulocyte lysate; luciferase refolding);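 active = inhibition above the screen-wide mean plus 3 SD, computed separately per campaign, cut at about 16% in these data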;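 also: 0% = DMSO wells and 100% = 60 µM geldanamycin wells; inhibitors lower the luminescence because luciferase stays unfolded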
HSF1 inhib: HSF1 inhibitors in luciferase reporter cells, primary screen, cell-based, NIH3T3, luminescence | NIH3T3-HGL HSE-luciferase, MG132-induced, luminescence 8 h; stronger effect = lower value | activity change, negative = inhibition, % at 7.5 µM (by protocol) | actives 0.77% (n = 300,000);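 active = more than half of replicate wells show activity change below -50%, luminescence cut by over half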;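 also: luciferase reports HSF-1 transcriptional activity via heat shock element; 0% = median of DMSO wells and -100% = zero luminescence signal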
GSK3B inh: human GSK3beta kinase inhibitors, primary screen, biochemical, cell-free homogeneous, HTS; Glycogen synthase kinase-3 beta (Homo sapiens), P49841; actives 0.038% (n = 300,000); GST-GSK3beta kinase, ADP-Glo luminescence, 60 min; stronger effect = lower value; activity score (negative = inhibition), % at 10 µM;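 active = more than half of replicate wells score below -50%, meaning over 50% inhibition versus plate controls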;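 also: 0% = median DMSO wells and -100% = median GW8510 positive control wells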
Target sequence (P49841 whole entry, looked up): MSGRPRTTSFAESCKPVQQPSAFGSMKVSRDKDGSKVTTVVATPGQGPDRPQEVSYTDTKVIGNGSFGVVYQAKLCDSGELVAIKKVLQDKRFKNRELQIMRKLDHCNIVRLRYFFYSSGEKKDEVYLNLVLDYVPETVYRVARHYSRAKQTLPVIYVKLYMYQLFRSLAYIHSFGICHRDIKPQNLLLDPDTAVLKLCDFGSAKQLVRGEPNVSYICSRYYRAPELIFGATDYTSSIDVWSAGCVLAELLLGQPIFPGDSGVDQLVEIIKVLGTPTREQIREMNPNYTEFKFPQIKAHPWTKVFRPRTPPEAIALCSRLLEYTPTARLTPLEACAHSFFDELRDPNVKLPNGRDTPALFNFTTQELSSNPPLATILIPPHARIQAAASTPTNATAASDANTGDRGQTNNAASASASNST
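test system = GST-tagged human GSK3beta kinase, cell-free | reagent = 25 µM ATP with peptide substrate | dosing = one dose of 10 µM per compound | schedule = 60 min reaction, RT | detection = luminescent ADP-Glo measurement of ADP formed | control set = DMSO neutral wells and GW8510 at 20 µM as positive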
IEC-6 cytotox: cytotoxicity in IEC-6 intestinal epithelial cells, primary screen, cytotoxicity control for KLF5 inhibitor project, cell-based, luminescence. actives 0.78% (n = 290,000). IEC-6 cytotoxicity, luminescence viability. inhibition, % at 5 µM; in the data active = inhibition above about 22%;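 also: 0% = plate median of test compound wells and 100% = cytotoxic reference compound wells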
AI-2 QS mod: Vibrio harveyi AI-2 quorum sensing modulators, primary screen, JMH597 strain, luminescence/OD600 ratio. Vibrio harveyi JMH597 AI-2 luminescence/OD600 ratio, 9 h; stronger effect = lower value; strain lacks LuxN and CqsS sensors; 0 = neutral-control median. activity change, % at 7.5 µM. actives 0.4% (n = 300,000); in the data active = activity change below about -75%, passing the limit was not always enough;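 also: luminescence divided by OD600 gain over 9 h not by final OD600 alone; inactives centre near 13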
PolyA inh: polyadenylation inhibitors in yeast reporter cells, primary screen, luminescence, S. cerevisiae | S. cerevisiae SKY197-pL101 polyadenylation reporter, beta-gal luminescence; efflux-impaired pdr1/pdr3 knockout yeast; score 100 = 6 SD above DMSO | calls only at 12 µM | actives 0.02% (n = 300,000);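 active = lowest replicate activity score at least 50, where 100 means six control SD above control mean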;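 also: yeast exposed to compound for 9 h at 30 °C; higher score means more reporter readthrough which indicates perturbed polyadenylation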
KLF5 inhibitor: KLF5 expression inhibitors, primary screen, DLD-1 cells, luminescence; inhibition, % at 5 µM; actives 0.23% (n = 290,000); DLD-1 KLF5 promoter-luciferase reporter; AID 1700, 2009;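 active = inhibition above a per-plate limit of that plate's mean compound inhibition plus 3 SD, cut at about 60% in these data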;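 also: 0% = DMSO wells and 100% = LY294002 at 200 µM; higher means less KLF5 promoter-driven luciferase light; inactives centre near -14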
HSF-1 act: HSF-1 activators, primary screen, NIH3T3-HGL cells, MG132 stress, luminescence, single point; NIH3T3-HGL HSF-1 luciferase reporter, 8 h; 100% = twice DMSO control signal; activation, % at 9 µM; actives 1.7% (n = 300,000);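 active = mean replicate activation of at least 50% with a set share of replicates each reaching 50%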;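 also: 0% = median of the neutral control wells and 100% = twice that signal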
An asterisk follows results filed as active; i = inactive; nt = no result given.

SMILES	GSK3 alpha inh	aSyn UTR inh	HSP90 inh	HSF1 inhib	GSK3B inh	IEC-6 cytotox	AI-2 QS mod	PolyA inh	KLF5 inhibitor	HSF-1 act
Cc1ccc(N2CCN(C(=O)c3nn(C)c4c3CS(=O)(=O)c3ccccc3-4)CC2)c(C)c1	-2	34	3	-2	-3	9	3	i	-14	-6
COCCNC(=O)c1onc(CSc2cc(C)cc(C)c2)c1C(=O)O	-2	4	-2	-1	-1	-1	19	i	-6	5
CC(OC(=O)c1cc(S(=O)(=O)N(C)c2ccccc2)ccc1Cl)C(=O)Nc1ccc2c(c1)OCCO2 (centres undefined)	0	-24	3	8	-2	3	34	i	-21	27
CC(O)CNc1ccc([N+](=O)[O-])cc1S(=O)(=O)N1CCOCC1 (centres undefined)	2	4	-4	-1	0	-13	20	i	1	4
COc1ccc(-c2cc(C(=O)NCC3CCCO3)c3ccccc3n2)cc1 (centres undefined)	-1	-32	1	10	3	4	16	i	11	-3
Cc1occc1C(=O)Nc1nnc(-c2cccs2)s1	1	-351	-3	6	0	-6	12	i	-12	41
CCCCc1c(C)nc2ccc(Br)cc2c1SCCC#N	nt	16	2	-2	1	13	36	nt	15	-8
Cc1cc(C(=O)Cn2ncc(Cl)c(Cl)c2=O)c(C)n1CC(F)(F)F	1	-49	9	-5	8	100*	41	i	82*	-6
NC(=O)c1ccsc1NC(=O)COC(=O)c1cc(=O)[nH]c2ccccc12	1	-20	nt	8	-6	nt	6	i	nt	15
CCCc1cc(C(=O)N2CCCC(C(=O)c3cc(C)c(OC)c(C)c3)C2)n(C)n1 (centres undefined)	4	21	-1	12	0	4	18	i	-4	38
COCCCn1c(SCc2cc(=O)[nH]c3ccccc23)nnc1-c1ccco1	0	18	1	5	0	-1	24	i	-9	13
COC(=O)c1n[nH]c2ccccc12	-1	22	1	-3	3	4	-1	i	19	3
Cc1ccc(C)c(NS(=O)(=O)c2csc(C(N)=O)c2)c1	-1	4	-1	-2	-1	-11	27	i	-49	15
Cn1c(O)c(C=Nc2ccc(N3CCOCC3)cc2)c(=O)n(C)c1=S	nt	-12	5	-16	0	1	-4	i	-11	7
CCOC(=O)C1=C(C)NC(SCC(=O)O)=NC1c1ccccc1 (centres undefined)	1	23	5	-26	2	-1	22	i	-1	-44
COc1cc2[nH]c(=S)n(Cc3ccc(F)cc3)c(=O)c2cc1OC	-11	-24	-1	1	3	5	43	i	5	20
Cc1oc(-c2ccc(Cl)cc2)nc1CS(=O)CC(=O)NC1CCCCC1 (centres undefined)	1	-20	-4	6	1	-2	1	i	8	20
C/C(N)=C(/C#N)C(=O)COC(=O)CNS(=O)(=O)c1ccc(F)c(F)c1F	-2	-20	0	-3	0	0	50	i	-22	4
Cc1ccc(CN2C(=O)NC(Cc3c[nH]c4ccccc34)C2=O)cc1 (centres undefined)	2	29	1	-6	1	7	6	i	7	-9
CNC(=O)c1ccccc1Sc1cccc2cccc(C(=O)O)c12	-4	16	0	-3	4	3	7	i	8	17
CC(C)OC(=O)c1ccc(S(N)(=O)=O)o1	-4	-2	3	2	-2	7	3	i	19	32
Cc1cccc2cc3c(N)c(C(=O)N4CCCc5ccccc54)sc3nc12	-1	85*	-3	-6	-3	-2	-16	i	1	2
CCOc1cc(/C=N/NC(=O)c2cc(-c3ccccc3)nc3ccccc23)ccc1O	-2	-22	5	3	0	5	-2	i	-50	8
Cc1ccc2c(C(=O)CN3CCOCC3)c(C)[nH]c2c1	1	4	3	-1	-1	8	11	i	-5	1
CC1(C)CC(=O)c2sc(NC(=O)Cc3cccs3)nc2C1	2	-42	2	5	3	-4	1	i	-35	16
O=C(O)c1cc(-c2cccc([N+](=O)[O-])c2)n[nH]1	1	-8	1	-8	-2	-1	19	i	-31	8
COCc1c(C(=O)OCC(=O)NCCN2C(=O)CSC2=O)oc2ccccc12	4	-2	0	-6	1	-2	33	i	-11	-4
CSc1sc(C(=O)OC(C)C)c2c1C(=O)CC(C)(C)C2	0	36	0	30	-6	-5	20	i	-3	53*
Cc1nc2ccc(-c3nc4ccccc4o3)cc2[nH]1	1	-73	4	29	0	4	2	i	-155	44
COC(=O)[C@H](C)NC(=O)Nc1ccccc1C(F)(F)F	10	1	0	-8	-5	0	31	i	5	7
CCCC(NC(=O)Cc1c(C)c2c(cc(C)c3c(C)coc32)oc1=O)C(=O)O (centres undefined)	-3	12	0	1	-26	4	41	i	-52	-3
COCCNC(=O)c1ccccc1NC(=O)c1cccc([N+](=O)[O-])c1C	-2	-13	1	-2	1	-2	24	i	-9	-13
CC(O)[C@H]1CN=C(N)N1CC1CCCCC1 (some centres undefined)	1	-8	nt	-4	0	nt	-4	i	nt	-3
COc1ccc(-n2nnnc2SCC(=O)c2ccc3c(c2)OCCO3)cc1	1	1	-3	0	-1	-3	29	i	-32	19
CC(=O)Oc1cccc(NC(=O)c2ccc3c(c2)C(=O)N(CC(C)C)C3=O)c1	-2	-28	2	21	-3	4	-2	i	-84	37
CCCNC(=O)Cn1nc(C(F)(F)F)c2c1CCC2	4	6	-2	-3	5	-2	2	i	-21	-11
COc1ccc(OC)c(NC(=S)NCc2cccs2)c1	-2	-24	0	-1	2	0	12	i	-12	-8
Cc1cccc(C)c1NC(=O)c1cc(S(=O)(=O)N2CCOCC2)ccc1F	-1	-30	3	-5	3	2	27	i	-9	-12
S=c1[nH]cc(-c2ccccc2)n1-c1cccc(Cl)c1	2	17	3	6	-24	-7	-1	i	-9	3
Cc1cc(C)n2nc(C(=O)OCC(=O)NNC(=O)c3ccc(Cl)cc3)nc2n1	-2	0	nt	-7	-5	nt	15	i	nt	-5
CCCCNC(=O)Nc1nc2ccc(CC)cc2s1	-2	-124	-1	6	-1	-2	5	i	-56	9
CC1(C)Cc2c(cnn2-c2ccccc2)C(NC(=O)CCc2ccc(=O)[nH]n2)C1 (centres undefined)	2	3	-2	-6	2	-2	5	i	10	-6
CCc1ccccc1NC(=S)N1CCN(c2ccccn2)CC1	-1	1	-1	-4	-1	7	11	i	-16	-17
COCCCN1C(=O)C(=O)/C(=C(/O)c2ccc(S(=O)(=O)N3CCCCC3)cc2)C1c1ccc(O)cc1 (centres undefined)	-1	-6	3	-11	-2	6	2	i	-20	-12
COc1ccc(Nc2ccc([N+](=O)[O-])cn2)cc1	1	-120	-1	3	3	13	-2	nt	-71	15
NS(=O)(=O)c1ccc(NC(=S)NCc2ccccc2Cl)cc1	-1	-6	2	1	2	6	18	i	-27	4
S=C(NC1CCCCC1)N(CCc1nc2ccccc2[nH]1)C1CCCC1	-5	-14	0	2	-2	-5	35	i	-9	3
Cc1ccccc1OCc1nnc(SCC(=O)NC2CCCCC2)o1	-2	-3	3	-5	nt	-4	nt	i	-24	7
C/C(=C\C(=O)c1ccccc1)NCc1ccc(F)cc1	-2	-64	4	27	2	9	19	i	-6	65*
Cc1nc2ccc(NS(=O)(=O)c3ccc4c(c3)OCCO4)cc2s1	nt	-2	6	4	3	14	28	i	-41	1

One compound at a time, as listed above. Screens in order: GSK3 alpha inh	aSyn UTR inh	HSP90 inh	HSF1 inhib	GSK3B inh	IEC-6 cytotox	AI-2 QS mod	PolyA inh	KLF5 inhibitor	HSF-1 act
COCCCN1C(=O)C(=O)/C(=C(/O)c2ccc(S(=O)(=O)N3CCCCC3)cc2)C1c1ccc(O)cc1 (centres undefined) as listed: -1	-6	3	-11	-2	6	2	i	-20	-12
Cc1nc2ccc(NS(=O)(=O)c3ccc4c(c3)OCCO4)cc2s1 as listed: nt	-2	6	4	3	14	28	i	-41	1

The list goes on:
SMILES	GSK3 alpha inh	aSyn UTR inh	HSP90 inh	HSF1 inhib	GSK3B inh	IEC-6 cytotox	AI-2 QS mod	PolyA inh	KLF5 inhibitor	HSF-1 act
CCN(Cc1ccccc1)S(=O)(=O)c1ccc(OC)c2ncccc12	2	22	2	-14	1	-3	10	i	-10	-29
CCCN(C(=O)CCSc1ccc(F)cc1)c1c(N)n(Cc2ccccc2)c(=O)[nH]c1=O	-3	5	-4	-7	-5	0	30	i	0	2
O=C(CSc1nnc(SCc2ccccc2)s1)N/N=C/c1ccc(C(=O)O)cc1	53*	2	0	-3	-16	0	19	nt	-7	1
CC(NS(=O)(=O)c1ccc(F)cc1)C(=O)NCc1ccncc1 (centres undefined)	-1	-8	-3	-3	0	-1	10	i	1	-6
COCc1cnc(C)nc1N	-2	13	1	-2	3	-5	17	i	-4	-5
CCOCC(=O)Nc1ccc(C)c(Cl)c1	-2	-44	3	6	1	-4	21	i	-49	-16
COC(=O)c1cc(NC(=O)c2cc3ccccc3o2)cc(C(=O)OC)c1	-2	14	-2	-1	-2	4	23	i	13	-1
CC(=O)Nc1ccc(S(=O)(=O)Nc2cccc(NC(=O)c3ccco3)c2)cc1	2	16	-3	3	-1	-8	29	i	-28	0
CCOc1ccc(CNC(=O)CCCn2nc(CC)n3c(cc4occc43)c2=O)cc1	-2	-3	-6	-2	0	-2	11	i	-31	13
CC(=O)C1C(=O)C=C(c2cccs2)CC1c1ccccc1 (centres undefined)	1	25	3	-1	-1	-8	37	i	5	4
O=C(NCCCN1CCOCC1)c1ccc(-n2nc(C(F)(F)F)cc2-c2cccs2)cc1	2	49	2	-4	-2	6	-2	i	12	-14
C/C(=N\NC(=O)Cn1nc(C)c([N+](=O)[O-])c1C)c1ccco1	-4	14	1	-3	-5	-10	8	i	-4	-7
COc1ccc(C2NC(=O)CCC2[N+](=O)[O-])cc1OC (centres undefined)	0	4	4	-7	-1	0	1	i	-28	-2
CC(OC(=O)c1cnccn1)C(=O)c1ccccc1 (centres undefined)	-1	-2	nt	12	-1	nt	5	i	nt	23
COc1ccc(C(=O)NC(=S)Nc2nc(C)c(C(=O)N(C)C)s2)cc1	-4	-18	0	3	3	1	34	i	4	6
Cc1ccc(N=C(NOCc2ccc(Cl)cc2Cl)c2nonc2N)c(C)c1	-1	23	3	19	2	1	21	i	-20	59*
c1ccc(-c2ccnc3nc(-n4cccc4)nn23)cc1	-3	14	4	-2	-1	5	14	i	2	-6
S=C1SCN(Cc2ccco2)CN1Cc1ccco1	-1	-55	-1	-2	2	3	0	i	8	7
Cn1c2ccccc2c2nnc(SCC(=O)NC3CCCC3)nc21	1	-2	2	2	-2	0	25	i	-5	5
O=C(Nc1nc2ccc(Cl)cc2s1)[C@@H]1CCCN1C(=O)c1cccs1	0	-92	5	5	0	2	14	i	-15	-10
CC(NC(=O)COC(=O)/C=C/c1ccco1)c1ccccc1 (centres undefined)	-2	-11	2	10	0	4	14	i	-6	21

Assay outcomes deposited in PubChem by several laboratories.

Not all compounds are listed. The share of hits here may be higher or lower than overall.
